Screens as filed in PubChem.
FBW7 activator: FBW7 E3 ligase activators, primary screen, biochemical, AlphaScreen, human | F-box/WD repeat-containing protein 7 (Homo sapiens), Q969H0 | AlphaScreen FBW7–phospho-cyclin E peptide binding, activator screen | normalized activity (activation), % at 26.1 µM | 650,000 compounds, 0.13% hits | AID 1259310, 2017; in the data active means normalized activity above about 1.9%;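 further: purified mutant Fbw7 with reduced substrate affinity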
MITF primary: MITF inhibitors, primary screen, biochemical, AlphaScreen, human; Microphthalmia-associated transcription factor (Homo sapiens), O75030; AlphaScreen MITF homodimerization, bead proximity signal; inhibition, % at 2.6 µM; 650,000 compounds, 0.91% hits; AID 1259374, 2018; in the data active means inhibition above about 50%;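 further: 0% = vehicle wells with protein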
Target sequence (O75030 whole entry, looked up): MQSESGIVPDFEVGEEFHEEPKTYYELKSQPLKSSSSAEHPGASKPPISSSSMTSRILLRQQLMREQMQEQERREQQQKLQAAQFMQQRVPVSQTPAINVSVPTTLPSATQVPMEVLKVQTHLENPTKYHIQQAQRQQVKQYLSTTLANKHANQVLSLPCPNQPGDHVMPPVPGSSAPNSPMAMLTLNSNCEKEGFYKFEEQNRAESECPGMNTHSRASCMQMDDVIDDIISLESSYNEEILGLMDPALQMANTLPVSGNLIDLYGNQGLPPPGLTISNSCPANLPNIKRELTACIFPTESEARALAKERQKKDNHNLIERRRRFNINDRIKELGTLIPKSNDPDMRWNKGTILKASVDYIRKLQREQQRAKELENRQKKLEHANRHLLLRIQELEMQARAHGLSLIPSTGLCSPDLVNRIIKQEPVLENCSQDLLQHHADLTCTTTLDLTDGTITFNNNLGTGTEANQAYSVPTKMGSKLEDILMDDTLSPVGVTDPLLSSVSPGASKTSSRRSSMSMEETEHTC
GPR151 ag: activators of human GPR151, primary screen, cell-based, PathHunter beta-arrestin, luminescence. G-protein coupled receptor 151 (Homo sapiens), Q8TDV0. PathHunter beta-arrestin GPR151 cells. activation, % at 11.2 µM. 650,000 compounds, 1% hits. AID 1508602, 2020; in the data active means activation above about 4.9%;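 further: 0% = median of compound wells and 100% = cells with positive control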
Target sequence (Q8TDV0 whole entry, looked up): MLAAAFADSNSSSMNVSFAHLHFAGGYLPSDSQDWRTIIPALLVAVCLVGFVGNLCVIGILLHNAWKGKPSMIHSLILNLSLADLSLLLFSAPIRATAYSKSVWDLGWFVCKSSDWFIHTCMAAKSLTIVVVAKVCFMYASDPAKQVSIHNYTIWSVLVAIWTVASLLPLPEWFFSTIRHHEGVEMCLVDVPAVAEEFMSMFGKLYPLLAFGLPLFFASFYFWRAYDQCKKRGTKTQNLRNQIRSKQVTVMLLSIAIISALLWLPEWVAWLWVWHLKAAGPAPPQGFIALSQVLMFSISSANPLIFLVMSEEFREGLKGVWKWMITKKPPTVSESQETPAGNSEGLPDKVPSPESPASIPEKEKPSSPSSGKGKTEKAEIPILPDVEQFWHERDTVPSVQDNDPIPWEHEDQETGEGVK
TEAD-YAP block: TEAD-YAP interaction inhibition, primary screen, TEAD-YAP interaction inhibitor project, luminescence, HEK-TIYL cells. TEAD-Gal4/YAP UAS-luciferase luminescence. inhibition, % at 9.12 µM. 640,000 compounds, 1.4% hits. AID 1259422, 2018; in the data active means inhibition above about 32%;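 further: 0% = median of test compound wells and 100% = reference inhibitor wells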
Starred values were filed as active, the others as inactive; & = joins results of further samples.

SMILES	FBW7 activator	MITF primary	GPR151 ag	TEAD-YAP block
O=C(Nc1cc(Oc2ccc(Br)cc2)cc([N+](=O)[O-])c1)c1cc2n(n1)C(C(F)(F)F)CC(c1ccc(Cl)c(Cl)c1)N2 (centres undefined)	0.1	6	0.2	2
Cn1nccc1Nc1nc(C(=O)NCc2cccc(C(F)(F)F)c2)cs1	0.1	20	8.7*	-9
CCOC(=O)C1=C(O)/C(=C/N(C)C)SC1=Nc1ccccc1	-0.2	-1	3.0	0
Nc1cccc(-c2cc(Nc3ccccc3)ncn2)c1	0.3	10	-0.6	-65
CCC(=O)O[C@@H]1CC(=O)O[C@H](C)CC=CC=C[C@@H](O)[C@H](C)C[C@H](CC=O)[C@H](O[C@H]2O[C@H](C)[C@@H](O[C@H]3C[C@@](C)(O)[C@@H](OC(=O)CC)[C@H](C)O3)[C@H](N(C)C)[C@H]2O)[C@H]1OC	0.0	-10	-1.9	-3
CN(Cc1ccccc1)CC(O)COc1ccc(CNCCCN2CCCC2)cc1 (centres undefined)	-0.2	-71	1.0	2
O=C(Nc1ccccc1C(=O)O)c1ccc(NC(=O)C(F)(F)F)cc1	0.1	0	-1.9	9
O=C1CN(C(=O)CNCc2cccs2)c2ccccc2N1	-0.2	40	-0.3	-10
CSc1ccc(-c2nc(CSCC(=O)NCCCN3CCCC3=O)c(C)o2)cc1	-0.2	1	0.0	7
COc1ccccc1/C=c1\sc2nnc(-c3ccc(OC)c(OC)c3)n2c1=O	0.1	4	0.0	-26
CCC1CCC(c2ccc(C3=N/C(=C/c4ccc(Cl)cc4Cl)C(=O)O3)cc2)CC1 (centres undefined)	-0.1	-11	-0.5	-2
CCC(=O)N1CCCc2cc(S(=O)(=O)CCC(=O)NC3CCCCC3)ccc21	-0.2	0	0.0	1
CN(C)S(=O)(=O)N1CCN(Cc2nnnn2-c2ccc(Cl)cc2)CC1	1.0	15	3.8	8
CSc1ccc(CCNCc2c(C(=O)O)n(C)c3cc(C)ccc23)cc1	0.1	5	0.6	11
COc1cc(OC)cc(C(=O)Nc2nc3ccc4ccccc4c3s2)c1	0.1	0	-0.1	-3
CCOc1ccc(CNc2ccc(N3CCOCC3)c(C(=O)O)c2)cc1	-0.1	0	-0.6	8
COc1ccc(C2C=C(c3cccc(Br)c3)Nc3nnnn32)c(OC)c1 (centres undefined)	0.2	-4	2.7	3
O=C(O)c1c(CNCc2cccs2)c2ccccc2n1Cc1cccc(Cl)c1	0.0	-5	0.1	-2
COC(=O)C1CC(=O)N(C)C12CCN(Cc1ccc(-c3ccc(Cl)cc3)o1)CC2 (centres undefined)	0.0	2	0.5	7
CC(C)N(C(=O)CSc1nc(N)cc(=O)[nH]1)c1ccccc1	0.0	0	0.4	-9
CCOc1ccc(-c2cc(C(=O)N/N=C(\C)c3cccc(OC)c3)[nH]n2)cc1	-0.1	-1	-1.4	52*
CCCc1nnc2n1N=C(c1ccc([N+](=O)[O-])cc1)CS2	0.5	11	0.4	1
COc1nn(C)cc1C(=O)Nc1ccc(C(=O)NCc2ccccn2)cc1	0.0	17	-1.5	-3
CC(C)CC(NC(=O)C1CCCCC1)C(=O)NCc1ccco1 (centres undefined)	-0.1	-4	-0.2	0
Cc1ccccc1Cn1c(C)c(CNCCc2ccccc2)c(C(=O)O)c1C	-0.3	-2	1.4	-8
O=C(CN1Cc2ccccc2C1=O)N1CCN(c2ccc([N+](=O)[O-])cc2)CC1	-0.2	-12	1.4	-1
COc1ccc(C2C(C#N)=C(/N=C/N(C)C)Oc3c2c(C)nn3-c2ccccc2)cc1 (centres undefined)	0.2	7	-2.2	-1
COc1ccc(-c2noc(N3CCCC(C(=O)N(C)c4ccccc4)C3)n2)cc1 (centres undefined)	-0.2	-7	-0.5	2
CCC(C)NC(=O)c1cc(CC(C)C)on1 (centres undefined)	0.1	0	-1.1	-19
CCCNc1nc(N2CCOCC2)nc2nc[nH]c12	-0.1	7	-0.4	-6
CN1CCC(N(C)C(=O)Nc2ccccc2)CC1	0.0	10	0.2	-11
O=C(CSc1ccc(-c2cccs2)nn1)N1CCCCCC1	0.0	11	-1.1	-20
CCCCCC1=NN2C(=O)CC(=O)N=C2S1	0.5	1	-0.3	-3
CNc1nc(Nc2ccc(OC)c(Cl)c2)c2cnn(C)c2n1	0.1	-12	2.7	-8
CCOc1ccc2nc(N3CCC(NCCc4nc(C)c5c(n4)CCC5)CC3)nc(C)c2c1	0.3	-3	1.3	5
O=C(CCN1C(=O)/C(=C\c2ccccc2)SC1=S)Nc1ccc(O)cc1	-0.3	-2	0.0	8
CC1CCCC(NC(=O)CN(C)S(=O)(=O)c2ccc3c(c2)CCC(=O)N3)C1C (centres undefined)	-0.3	-1	0.5	6
Cc1cc2nc(-c3ccc(NC(=O)c4ccccc4[N+](=O)[O-])cc3)oc2cc1C	-0.1	14	0.0	-25
CC(=O)C1=C(O)C(=O)N(CCNCCO)C1c1ccccc1F (centres undefined)	0.2	11	-1.0	5
CCN(CC)c1ccc(C(=O)NNS(=O)(=O)c2ccc(OC)c([N+](=O)[O-])c2)cc1	-0.1	-5	0.0	11
CCCCN(CC)CCCNC(=O)Cn1nc(-c2ccccc2)ccc1=O	0.3	7	-0.7	4
COc1ccc(CCNC(=O)CCn2c(SCc3ccccc3C)nc3ccccc3c2=O)cc1OC	0.0	11	-1.5	3
CCC1CCCCN1C(=O)/C(C)=C\c1ccccc1 (centres undefined)	-0.1	6	-0.4	-1
COCCN1CSC(=S)N(Cc2ccc(OC)cc2)C1	0.0	-2	0.5	2
CCn1c(SCC(O)c2ccccc2)nnc1-c1ccccc1 (centres undefined)	-0.2	-9	-0.8	-22
Cc1cc(OCC(=O)NNC(=O)C(Cl)Cl)c(C(C)C)cc1Cl	0.6	-2	1.8	0
Cc1cc([N+](=O)[O-])cc2c1NCC1CC=CC21 (centres undefined)	0.0	-5	0.1	9
CCCNC(=O)CC1(c2ccccc2)C(=O)c2ccccc2C1=O	-0.1	-5	0.9	9
CC1=C(C(N)=O)C(c2ccco2)C(C#N)=C(SCC(=O)Nc2ccc(Cl)c(Cl)c2)N1 (centres undefined)	0.0	9	1.9	-1
O=C(COC(=O)c1c(F)cccc1F)Nc1ccc(F)cc1	0.2	-3	2.9	11
CCCCOc1ccc(-c2nc(C3CCC(CCCC)CC3)no2)cc1 (centres undefined)	0.1	-1	-0.5	3
COc1ccc2[nH]c(I)c(CCNC(C)=O)c2c1	0.6&0.1	7&-2	3.2&2.6	-2
CS(=O)(=O)c1ccccc1C(=O)Nc1nc(-c2cccs2)cs1	0.1	14	-1.3	7
CNC(=S)N1N=C(c2ccc(Br)cc2)CC1c1ccccc1OC (centres undefined)	-0.1	8	1.6	-1
COc1cc(NC(=O)Cc2c(C(=O)O)n(C)c3ccccc23)cc(OC)c1OC	0.0	17	2.0	-10
Cc1ncsc1CCCNC(=O)CC1C(=O)NCCN1CCc1ccccc1 (centres undefined)	0.2	14	-0.1	-6
Cc1ccc(CNC(=O)CSc2nc3ccsc3c(=O)n2CCCCCC(=O)O)cc1	0.1	4	0.3	-4
CCNc1nc(NCc2ccccc2)c2cc(OC)c(OC)cc2n1	0.0	-3	1.1	-15
Cc1c(C(=O)O)sc2[nH]c(=S)[nH]c(=O)c12	-0.4	3	0.0	-1
C=CCSC1=NC(c2ccccc2)C(C(=O)OCC)=C(C)N1 (centres undefined)	0.0	20	1.6	-4

Gathered by group: the compounds so far with a Cl atom (8)
SMILES	FBW7 activator	MITF primary	GPR151 ag	TEAD-YAP block
O=C(Nc1cc(Oc2ccc(Br)cc2)cc([N+](=O)[O-])c1)c1cc2n(n1)C(C(F)(F)F)CC(c1ccc(Cl)c(Cl)c1)N2 (centres undefined)	0.1	6	0.2	2
CCC1CCC(c2ccc(C3=N/C(=C/c4ccc(Cl)cc4Cl)C(=O)O3)cc2)CC1 (centres undefined)	-0.1	-11	-0.5	-2
CN(C)S(=O)(=O)N1CCN(Cc2nnnn2-c2ccc(Cl)cc2)CC1	1.0	15	3.8	8
O=C(O)c1c(CNCc2cccs2)c2ccccc2n1Cc1cccc(Cl)c1	0.0	-5	0.1	-2
COC(=O)C1CC(=O)N(C)C12CCN(Cc1ccc(-c3ccc(Cl)cc3)o1)CC2 (centres undefined)	0.0	2	0.5	7
CNc1nc(Nc2ccc(OC)c(Cl)c2)c2cnn(C)c2n1	0.1	-12	2.7	-8
Cc1cc(OCC(=O)NNC(=O)C(Cl)Cl)c(C(C)C)cc1Cl	0.6	-2	1.8	0
CC1=C(C(N)=O)C(c2ccco2)C(C#N)=C(SCC(=O)Nc2ccc(Cl)c(Cl)c2)N1 (centres undefined)	0.0	9	1.9	-1

Other records
SMILES	FBW7 activator	MITF primary	GPR151 ag	TEAD-YAP block
CC1(C)CC(=O)C2=C(C1)OC1=C(C(=O)CC(C)(C)C1)C2c1cc(C(C)(C)C)c(O)c(C(C)(C)C)c1	0.2	8	0.9	0
COc1ccccc1C(NC(=O)Cc1ccc(S(C)(=O)=O)cc1)c1nccn1C (centres undefined)	0.0	19	-0.2	3
O=C(/C=C/c1cn(CC(O)CN2CCOCC2)c2ccccc12)c1ccccc1 (centres undefined)	-0.2	6	1.1	1
COc1ccc(C(=O)N2CCCC(N3CCOCC3)C2)cc1F (centres undefined)	0.5	19	2.4	5
COc1ccc(C(=O)Nc2c(C(=O)Nc3ccccc3OC)oc3cccnc23)cc1	0.2	4	-0.6	-4
O=C(NCc1nc2ccccc2[nH]1)c1cnc(Nc2ccccn2)s1	-0.2	7	-1.0	3
Cc1ccnc(NC(=O)c2c(O)c3cccc4c3n(c2=O)CC4)c1	0.1	4	2.3	4
CCOC(=O)CSc1ccc2nnc(-c3ccc(OC)c(OC)c3)n2n1	0.1	-9	2.7	-4
CC1=CC2=NC(=O)/C(=C\c3cc(C)n(-c4cccc(F)c4)c3C)C(=N)N2O1	0.2	-2	-0.4	7
O=c1oc2ccccc2cc1-c1nc(-c2ccc(Cl)cc2Cl)cs1	0.1	-2	1.0	-1
CCC(C)N(C(=O)C(F)(F)F)C(C(=O)NC1CCCCC1)c1ccncc1 (centres undefined)	-0.3	-16	0.2	3
COc1cc(C(=O)Nc2nc3ccc(S(C)(=O)=O)cc3s2)c(Br)c(OC)c1OC	-0.1	-1	0.1	0
C=CCOc1ccc(C2NC(=S)NC(C)=C2C(=O)NCc2ccccc2)cc1OC (centres undefined)	0.1	24	0.3	-6
O=C(O)c1ccccc1C(=O)OCCCC(F)(F)C(F)(F)F	-0.1	-5	2.7	8
CCOc1ccccc1CN1CCN(Cc2ccc3ccccc3n2)CC1CCO (centres undefined)	0.6	-18	-0.2	-6
COc1ccc(Cl)cc1NC(=O)CN1C(=O)NC(C)(c2ccccc2Cl)C1=O (centres undefined)	0.2	8	-1.7	2
Cc1cc(C)c2nc(N(Cc3cccnc3)C(=O)c3cccc(N4C(=O)CCC4=O)c3)sc2c1	0.0	13	2.0	-2
Cc1ccc(C(=O)NCc2cccnc2)cc1S(=O)(=O)Nc1cccc(C)c1C	-0.1	2	-1.7	-6
O=C(Cn1c(=O)oc2ccccc21)NCC(F)(F)F	-0.1	-6	-0.5	-3
Cc1ccc(C(=O)Nc2nc(C)c(C(=O)Nc3nnc(C)s3)s2)cc1	0.2	12	-1.3	-40
NC(=O)CSc1nc2cc(Cl)ccc2o1	-0.1	5	-0.3	-9
CSc1ccc(C2C3=C(CCCC3=O)Nc3ccccc3N2C(=O)c2ccccc2)cc1 (centres undefined)	0.1	5	0.9	9
C/C(=N\Nc1ccccc1)c1no[n+]([O-])c1C	0.0	0	6.1*	-6
c1ccc(COC2CCN(Cc3nc(-c4ccc5c(c4)OCO5)no3)CC2)nc1	0.0	5	-1.0	-4
O=C(CCNc1cccc(C(F)(F)F)c1)c1cccc([N+](=O)[O-])c1	-0.2	-5	-1.1	-4
COCCn1c(C)nnc1SCC(=O)Nc1ccc(C(C)=O)cc1	0.0	-7	0.7	-12
O=C(CCSCCc1ccccn1)Nc1cccnc1	0.2	5	-0.6	0
Cc1cc(C)n2nc(C(=O)NCc3ccccc3)nc2n1	0.1	12	0.5	3
NC(=O)c1nc(-c2ccco2)nc2c1[nH]c(=O)n2CCc1ccccc1	-0.1	13	-0.3	-2
CC(=O)c1ccccc1OC(=O)c1cccc2nc(C)oc12	-0.1	6	0.9	13
CC(CCc1ccccc1)NC(=O)c1ccc(Cn2c(=S)[nH]c3cc4c(cc3c2=O)OCO4)cc1 (centres undefined)	-0.1	-5	0.3	-1
Cc1nc(-c2ccc(N3CCN(C(=O)c4c(F)cccc4F)CC3)nc2)no1	-0.3	10	-0.8	-12
CCS(=O)(=O)Nc1ccc(I)cc1	0.0	2	0.4	-10
CC(C)(C)c1ccc(/C=C2\NC(=S)NC2=O)cc1	0.2&-0.1	8&-14	2.1&0.3	-11&-10
CCOC(=O)C1=C(C[n+]2ccccc2)C(C)(C)OC1=O	-0.2	-1	-0.3	-6
CCCn1c(Cc2ccccc2)nnc1SCC(=O)Nc1cccc(OC)c1	0.0	12	-1.1	5
O=C(Cn1c(SCC(=O)N2CCCCC2)nc2ccccc21)NC1CC1	0.0	4	-0.3	1
O=S(=O)(c1cccc(-c2nnc(SC/C=C/c3ccccc3)o2)c1)N1CCOCC1	-0.1	7	0.5	-1
CN(C)C(=O)[C@@H]1C[C@@H](Sc2ccccn2)CN1Cc1ccc2ccccc2c1	0.0	7	0.3	-5
